# Screens from PubChem.
# GCN5L2 inh – qHTS Assay for Inhibitors of GCN5L2 | Histone acetyltransferase KAT2A (Homo sapiens), Q92830 | GCN5L2 HAT assay, ThioGlo1 CoA-SH fluorescence | Potency, µM (highest dose often 58.9 µM), inactives show top-dose activity change, negative = inhibition, usual class: inhibitors | 390,000 tested, 0.21% active; active = well fitted inhibition curve with a large enough effect; inconclusive = small, poorly fitted or top-dose-only effect, or another doubt; inactive = no such curve, though single readings can be large or run the other way
# Target sequence (Q92830 whole entry, looked up): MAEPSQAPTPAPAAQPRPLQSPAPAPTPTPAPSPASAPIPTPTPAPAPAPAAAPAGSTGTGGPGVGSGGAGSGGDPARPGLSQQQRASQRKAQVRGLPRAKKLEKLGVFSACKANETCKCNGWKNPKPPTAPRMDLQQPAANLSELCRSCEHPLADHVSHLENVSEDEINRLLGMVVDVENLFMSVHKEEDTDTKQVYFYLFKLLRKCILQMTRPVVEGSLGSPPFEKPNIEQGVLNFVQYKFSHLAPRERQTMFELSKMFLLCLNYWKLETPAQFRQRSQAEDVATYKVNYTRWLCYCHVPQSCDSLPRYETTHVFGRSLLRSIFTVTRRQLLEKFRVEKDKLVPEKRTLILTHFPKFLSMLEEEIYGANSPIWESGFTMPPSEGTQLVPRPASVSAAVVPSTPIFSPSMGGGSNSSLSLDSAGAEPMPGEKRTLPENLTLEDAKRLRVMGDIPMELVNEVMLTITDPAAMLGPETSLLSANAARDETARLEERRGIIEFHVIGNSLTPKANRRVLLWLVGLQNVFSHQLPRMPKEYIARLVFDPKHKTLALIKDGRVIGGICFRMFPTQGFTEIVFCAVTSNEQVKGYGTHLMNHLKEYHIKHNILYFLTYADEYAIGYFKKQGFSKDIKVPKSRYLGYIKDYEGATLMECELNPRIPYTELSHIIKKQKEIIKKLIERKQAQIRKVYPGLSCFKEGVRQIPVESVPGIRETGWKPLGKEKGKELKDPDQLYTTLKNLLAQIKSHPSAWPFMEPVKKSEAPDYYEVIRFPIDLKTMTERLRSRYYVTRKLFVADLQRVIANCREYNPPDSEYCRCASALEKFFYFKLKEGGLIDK
#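 Titration-based screen in which CoA formation is detected via maleimide probe ThioGlo1 (50uM) turning fluorescent on thiol reaction; substrates H3(1-25) 75uM and acetyl-CoA 70uM, GCN5L2 20nM, 20 min incubation at room temperature.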
# An asterisk follows results filed as active; ? = inconclusive; [ ] = another dose, or the depositor's remark. % is set by controls: 0 for no effect and ±100 for the full control effect; potency is the fitted concentration of half-maximal effect. An excerpt; rates above refer to the full screens.
SMILES,GCN5L2 inh
CCCCn1nnc(NC(=O)c2ccc(-c3cccc([N+](=O)[O-])c3)o2)n1,-12%
Cc1cc2nc(NC3=NCN(Cc4ccc5c(c4)OCO5)CN3)nc(C)c2cc1C,-4%
CC[C@H](C)[C@H](NC(=O)[C@H](CCC(=O)O)NC(=O)CNC(=O)[C@@H](NC(=O)[C@H](CCC(=O)O)NC(=O)[C@H](CCC(=O)O)NC(=O)[C@H](CC(C)C)NC(=O)CNC(=O)[C@@H]1CCCN1C(=O)[C@H](CCC(=O)O)NC(=O)[C@@H](N)[C@@H](C)O)C(C)C)C(=O)N[C@@H](CCC(=O)O)C(=O)N[C@@H](CCC(N)=O)C(=O)N[C@@H](CCCCN)C(=O)N[C@@H](CCC(N)=O)C(=O)N[C@@H](CC(C)C)C(=O)N[C@@H](CCC(N)=O)C(=O)O,0%
NC(C(=O)O)(c1ccc(P(=O)(O)O)cc1)C1CC1 (centres undefined),-2%
COc1ccc([C@]23Cc4cc(OC)c(OC)cc4C(O2)c2c(c4ccccc4oc2=O)O3)cc1,-28%[12.7 µM]
CN1CCN(S(=O)(=O)c2ccc(-c3ccc(S(=O)(=O)N4CCN(C)CC4)cc3)cc2)CC1,-2%
CC(OC(=O)/C(C#N)=C/c1ccc(N(C)C)cc1)C(=O)NCc1ccco1 (centres undefined),-7%
COc1cccc(C2=CC(c3ccccc3)n3ncnc3N2)c1 (centres undefined),-1%
Cc1cc(Cl)c(OCCCCNC(C)(C)C)c(Br)c1,3%
Cc1cc(C(=O)N/N=C/c2cc(Br)ccc2OC(=O)c2ccc(Br)cc2)n[nH]1,-25%
C=CCN1C(=O)/C(=C2/C(=O)N(CC(=O)O)c3ccccc32)S/C1=N/c1nccs1,?
CC[C@H](C)[C@H](NC(=O)[C@@H]1CCCN1C(=O)[C@H](C)NC(=O)[C@H](CC(N)=O)NC(=O)[C@@H]1CCCN1C(=O)[C@@H]1CCCN1C(=O)[C@H](CCCN=C(N)N)NC(=O)[C@H](Cc1ccc(O)cc1)NC(=O)[C@H](C)NC(=O)[C@@H]1CCCN1C(=O)[C@@H]1CCCN1C(=O)[C@@H](N)[C@@H](C)O)C(=O)N[C@@H](CC(C)C)C(=O)O,-14%
Cc1c(C(=O)N2CC(C)OC(C)C2)sc2nc(-c3ccccc3)cn12 (centres undefined),-2%
C[C@@H]1Cc2ccccc2N1NC(=O)c1ccc(Cl)c(S(N)=O)c1 (some centres undefined),6%[21.4 µM]
Nc1ncnc2c1ncn2[C@@H]1O[C@H](C(=O)N2CCN(CC(=O)Nc3cccc4c3CNC4=O)CC2)[C@@H](O)[C@H]1O,12%
CCC(=O)O[C@]1(C(=O)CCl)[C@@H](C)CC2C3C[C@H](F)C4=CC(=O)C=CC4(C)[C@@]3(F)C(O)CC21C (some centres undefined),-10%
CCOC(=O)c1ccccc1NC(=O)CN(c1ccc(OCC)cc1)S(C)(=O)=O,-5%
Nc1nc(/C(=C/CC(=O)O)C(=O)NC2C(=O)N3C(C(=O)O)=CCSC23)cs1 (centres undefined),10%
CC(C)C[C@H](NC(=O)[C@@H](Cc1c[nH]c2ccccc12)NC(=O)[C@H](Cc1ccc(O)cc1)NC(=O)[C@H](CO)NC(=O)[C@H](Cc1c[nH]c2ccccc12)NC(=O)[C@H](Cc1cnc[nH]1)NC(=O)[C@@H]1CCC(=O)N1)C(=O)N[C@@H](CCCN=C(N)N)C(=O)N1CCC[C@H]1C(=O)NCC(N)=O,-18%
Cc1ccc(N2C(=O)N(CC(=O)C(C)(C)C)c3ccccc3S2(=O)=O)cc1,-6%
O=C(NCc1ccccc1Br)c1cccc2c1C(=O)c1ccc(N3CCOCC3)cc1S2(=O)=O,-12%
CC(=O)N[C@H]1[C@H](O[C@@H]2c3ccc(c(Cl)c3)Oc3cc4cc(c3O[C@@H]3O[C@H](CO)[C@@H](O)[C@H](O)C3C)Oc3ccc(cc3Cl)C[C@H]3NC(=O)[C@@H](N)c5ccc(O)c(c5)Oc5cc(O)cc(c5)[C@H](NC3=O)C(=O)N[C@H]4C(=O)N[C@H]3C(=O)N[C@@H]2C(=O)N[C@@H](C(=O)O)c2cc(O)cc(O[C@H]4O[C@H](CO)[C@@H](O)C(O)[C@@H]4O)c2-c2cc3ccc2O)O[C@H](CO)[C@@H](O)[C@@H]1O (some centres undefined),-14%[21.4 µM]
Cc1ccccc1C(C(=O)NC1CCCC1)N(C(=O)CNC(=O)c1ccco1)c1cccnc1 (centres undefined),-7%
O=C(Nc1nc2cc3c(cc2s1)OCCO3)c1cccc(S(=O)(=O)N2CCOCC2)c1,-3%
CCOC(=O)C1=CC(OC(CC)CC)C(NC(C)=O)C(N)C1 (centres undefined),15%
# Next results
SMILES,GCN5L2 inh
CC[C@H](C)[C@H](NC(=O)CNC(=O)[C@H](CCCNC(=N)N)NC(=O)CNC(=O)[C@@H](NC(=O)[C@H](Cc1ccc(O)cc1)NC(=O)[C@H](Cc1c[nH]c2ccccc12)NC(=O)[C@H](C)NC(=O)[C@@H]1CCCN1C(=O)[C@H](CC(N)=O)NC(=O)[C@@H](NC(=O)[C@H](CC(=O)O)NC(=O)[C@@H]1CCCN1C(=O)[C@@H](N)[C@@H](C)O)[C@@H](C)CC)[C@@H](C)O)C(=O)N[C@@H](CCCNC(=N)N)C(=O)N1CCC[C@H]1C(=O)N[C@H](C(=O)NCC(=O)N[C@@H](CCCNC(=N)N)C(=O)N[C@@H](Cc1ccccc1)C(N)=O)C(C)C,1%
OCCNCCNCc1ccc(-c2ccccc2)cc1,-6%
CCOC(=O)CC1C(=O)NCCN1c1nc2c(C)cccn2c(=O)c1/C=C1\SC(=S)N(CC(C)C)C1=O (centres undefined),1%
CO[C@@H]1CC[C@@]2(C)[C@@H](CC[C@@]3(C)[C@H]2CC=C2[C@H]4CC(C)(C)[C@H](O)[C@@H](OC(C)=O)[C@]4(CO)[C@H](O)C[C@]23C)[C@@]1(C)CO (tested in a mixture with another compound),5%[21.4 µM]
CCN(C(=O)COC(=O)c1cc(-c2ccc3cc(OC)ccc3c2)nc2ccccc12)C1CCS(=O)(=O)C1 (centres undefined),?
C=C1C(=CC=C2CCC[C@@]3(C)[C@@H]2CC[C@H]3[C@H](C)CCCC(C)C)C[C@@H](O)C[C@@H]1O,-15%
O=C(c1ccc(N2CCCCCC2)c([N+](=O)[O-])c1)N1CCc2ccccc21,0%
C/C1=C\[C@@H](O)C(C(C)C)C(OC(=O)c2ccc(O)cc2)C/C(C)=C/CC1 (some centres undefined),-6%
C#CCOCCOCCOCCNc1nc(N2CCN(C(=O)[C@H](CCCCN)n3cc([C@@H](N)CO)nn3)CC2)nc(N2CCN(C(=O)[C@H](Cc3cc4ccccc4[nH]3)n3cc([C@@H](N)CC(C)C)nn3)CC2)n1,-5%
CC(=O)OCCBr,28%
Cc1cccc(-c2ccc(-c3cc(=O)oc4cc(C)cc(C)c34)cc2)c1,-15%[88.6 µM]
O=C(O)CC12CC3CC(C1)CC(n1ncc(NCc4ccc5c(c4)OCO5)c(Cl)c1=O)(C3)C2,-3%
CCOC(=O)N1CCC(NC(=O)Cn2c3ccccc3c3cn[nH]c(=O)c32)CC1,-20%
CCN1C(=NCc2cc(OC)c(OC)c(OC)c2)N[C@@H](c2cccc(F)c2)C(C(=O)OC)=C1C,-4%
COc1ccc(Nc2sc(C(=O)Nc3cccc(Cl)c3)c(N)c2C(=O)Nc2ccccc2OC)cc1,-12%
Cc1cc(N=Cc2c(O)n(-c3ccc(C)c(C)c3)c(=O)c3ccccc23)no1,-6%
COC(=O)[C@@]1(Cc2ccc(F)cc2)[C@H]2c3cc(C(=O)N4CCCC4)n(CCc4c[nH]c5ccc(OC)cc45)c3C[C@H]2CN1C(=O)c1ccccc1,-8%
COc1cccc(C=Nc2cccnc2)c1O,-5%
CCc1nc(SCC(=O)N2CCN(c3ccccc3)CC2)c2c(=O)n(C)c(=O)n(C)c2n1,-3%
O=C1CCCCC2CCCCN12 (centres undefined),-15%[135 µM]
Nc1nc(NC2CC2)c2ncn([C@H]3C=C[C@@H](CO)C3)c2n1,-14%
Cc1ccc(NCc2ccc(C)s2)cc1,-4%
CCCC[C@]12Cc3ccccc3[C@H](O1)C1=C(O2)C(=O)c2ccccc2C1=O,-1%[12.7 µM]
Cc1nnc(Sc2nc3c(c(=O)[nH]c(=O)n3C)n2CCCc2ccccc2)s1,-4%
O=c1c(-c2ccc(O)cc2)coc2cc(O[C@@H]3O[C@H](CO)[C@H](O)[C@H](O)[C@H]3O)ccc12,-17%
# (cont.)
SMILES,GCN5L2 inh
CCC(NC(=O)COc1ccc([N+](=O)[O-])cc1)c1ccccc1 (centres undefined),-16%
OC[C@@H]1OC(O)[C@@H](O)[C@H](O)[C@H]1O (some centres undefined),-4%
O=C(O)CCC/C=C\C[C@@H]1[C@@H](/C=C/[C@H](O)C2Cc3ccccc3C2)[C@@H](F)C[C@@H]1O,-2%
COc1ccc(N=C2S/C(=C\c3ccc(N4CCOCC4)o3)C(=O)N2CCc2c[nH]c3ccccc23)cc1,-12%
N#CC1=C(N)SC(N)=C(C#N)C1CCC1CCCCC1,-21%
COc1ccc(NC(=O)/C(Cl)=C(/Cl)S(=O)Cc2ccc(C)cc2)cn1 (centres undefined),-19%
O=C(N/N=C/c1cccnc1)c1ccccc1OCc1ccc(Cl)cc1,-2%
CN(C)CCCN(C(=O)c1ccc2c(c1)OCCO2)c1nc2ccc(Cl)cc2s1,-13%
CCOc1cc(N2CCOCC2)c(OCC)cc1NC(=O)c1ccc(=O)n(Cc2ccccc2)n1,-1%
COC(=O)[C@@]1(Cc2ccccc2)[C@H]2c3cc(C(=O)N4CCCC4)n(CCSCCO)c3C[C@H]2CN1C(=O)c1ccccc1,-3%
O=C(NCc1ccc2[nH]c3c(c2c1)CCCC3)N1CCOCC1,-4%
C[C@@H]1C[C@@H]2OC(=O)[C@]3(C)[C@H]2[C@@H](OC3(C)O)[C@]2(C)C(=O)CC[C@H]12 (some centres undefined),-1%
O=C(CSc1nnc(-c2ccc(Cl)s2)o1)N1CCOCC1,-1%
COc1ccc(S(=O)(=O)N2CCN(S(=O)(=O)c3c(F)cccc3F)CC2)cc1,2%
C/C=C/C(=O)Nc1cccc(C2=NOC3(C2)C[C@H](C(N)=O)N(C(=O)c2ccccc2C(=O)c2ccccc2)C3)c1 (some centres undefined),17%
CC(C)[C@@]1(c2ccc(Cl)cc2)ON(c2ccccc2C(F)(F)F)C1=O,1%
Cc1ccc2c(NC(=O)C3CC3)c(C)ccc2n1,-6%
COC(=O)C1=C(C)N(Cc2ccccc2)C(=NCc2ccc(OC)cc2)N[C@H]1c1ccc(Br)cc1,-1%
C(=N\Nc1nc(Nc2ccccc2)nc(N2CCCCC2)n1)/c1ccco1,2%
CC[C@@]1([C@@H]2O[C@@H]([C@H]3O[C@@](O)(CO)[C@H](C)C[C@@H]3C)C[C@@H]2C)CC[C@@H]([C@]2(C)CCC3(C[C@H](O)[C@@H](C)[C@@H]([C@@H](C)[C@@H](OC)[C@H](C)C(=O)O)O3)O2)O1 (some centres undefined),-13%
CCOC(=O)N1CCN(c2nc(N(c3ccccc3)c3ccccc3)nc(-n3ccnc3)n2)CC1,-1%
CSCC[C@H](N)C(=O)N[C@@H](C)C(=O)NCC(=O)N[C@@H](CCCN=C(N)N)C(=O)N[C@@H](CO)C(=O)NCC(=O)N[C@@H](CC(=O)O)C(=O)N[C@@H](CO)C(=O)N[C@@H](CC(=O)O)C(=O)N[C@@H](CCC(=O)O)C(=O)N[C@@H](CC(=O)O)C(=O)N[C@@H](CC(C)C)C(=O)N[C@@H](CC(C)C)C(=O)N[C@@H](CCCCN)C(=O)N[C@@H](C)C(=O)N[C@H](C(=O)O)C(C)C,47%[activator]
CC(=O)c1ccc(N2CCN(C(=O)Nc3ccc(F)cc3)CC2)cc1,-10%
COc1cccc2oc(SC)cc(=O)c12,12%[135 µM]
NCC[C@H](O)C(=O)N[C@H]1C[C@@H](N)[C@@H](O[C@H]2O[C@@H](CN)[C@@H](O)[C@@H](O)[C@@H]2O)[C@@H](O)[C@@H]1O[C@H]1O[C@@H](CO)[C@@H](O)[C@@H](N)[C@@H]1O,2%[21.4 µM]
# Going on with the list:
SMILES,GCN5L2 inh
O=C(O)CCCC[C@H]1SC[C@H]2NC(=O)N[C@@H]21,3%[21.4 µM]
O=C(CCn1c(=S)[nH]c2cc3c(cc2c1=O)OCO3)N1CCc2ccccc2C1,-1%
COCCn1c(SCc2cc(=O)n3cc(C)ccc3n2)nc2ccccc2c1=O,-2%
O=C(c1cc(-c2ccncc2)nc2c(Cl)cccc12)N1CCN(c2ccccc2F)CC1,-27%
CN(C)S(=O)(=O)c1ccc(NC(=S)NC(=O)c2ccc(Br)o2)cc1,-14%
COc1ccc(-c2cc(C(F)F)n3ncc(C(=O)Nc4cnn(Cc5ccccc5)c4)c3n2)cc1,-9%
Cc1ccc2c(=O)c3ccccc3n(CCCN)c2c1C,?
